Source: PubChem BioAssay (National Center for Advancing Translational Sciences (NCATS))
CBFb RUNX1 block = CBF-beta/RUNX1 interaction disruption; 230,000 tested, under 10 active; AlphaScreen CBFb-His/RUNX1-biotin binding, biochemical; Q01196+Q13951; AID 1477; Potency, µM (top dose mostly 59.8 µM), for the others: top-dose activity, negative = inhibition, hits mostly inhibitors; also: % of control where 0% means no effect
Target sequence (Q01196 whole entry, looked up): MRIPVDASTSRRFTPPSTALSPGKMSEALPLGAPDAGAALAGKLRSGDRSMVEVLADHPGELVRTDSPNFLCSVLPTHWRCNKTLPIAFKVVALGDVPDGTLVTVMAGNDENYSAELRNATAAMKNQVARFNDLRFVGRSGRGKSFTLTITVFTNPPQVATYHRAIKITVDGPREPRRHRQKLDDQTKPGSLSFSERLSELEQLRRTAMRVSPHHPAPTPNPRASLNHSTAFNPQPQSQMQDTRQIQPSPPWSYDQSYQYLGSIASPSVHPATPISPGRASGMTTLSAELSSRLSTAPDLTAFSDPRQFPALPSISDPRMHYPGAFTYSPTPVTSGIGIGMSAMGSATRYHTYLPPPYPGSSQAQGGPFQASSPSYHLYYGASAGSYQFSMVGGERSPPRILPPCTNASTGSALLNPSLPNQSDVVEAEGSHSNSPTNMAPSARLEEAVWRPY
Target sequence (Q13951 whole entry, looked up): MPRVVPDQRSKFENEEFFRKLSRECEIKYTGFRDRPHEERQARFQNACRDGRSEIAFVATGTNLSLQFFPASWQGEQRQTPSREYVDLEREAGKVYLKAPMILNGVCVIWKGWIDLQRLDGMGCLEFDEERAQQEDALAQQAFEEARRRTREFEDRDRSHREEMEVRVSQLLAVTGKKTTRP
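Room-temperature protein-protein interaction test with 30 nM each of His-tagged CBF-beta and biotinylated RUNX1, 15 min with compound, then 90 min with nickel plus streptavidin beads. Signal read in AlphaScreen mode.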
aGal spleen mod = alpha-galactosidase A (human) modulation | Potency, µM (doses to about 80 µM), inactives show top-dose activity change, negative = inhibition, most hits filed as inhibitors | P06280 | 0.008% of 240,000 active | human spleen homogenate, 4MU-alpha-Gal fluorescence, 40 min;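 also: potency is read from the fitted curve at half-maximal effect; 0% = enzyme with vehicle and -100% = no enzyme basal signal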
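Fluorogenic readout (Ex 365/Em 440 nm) of 4-methylumbelliferone released from 1 mM 4-MU-alpha-galactoside by spleen homogenate, 40 min at 37C, pH 5.0. Data normalized to no-enzyme and enzyme controls; Hill-equation AC50 from compound titrations.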
Epigenetic reg = epigenetic control regulation, reporter derepression | murine LDR cells, GFP reporter derepression, 30 h | Potency, µM (titrated, usually from 53.9 µM), for inactives: top-dose GFP activation, usual class: activators | 0.2% of 280,000 active | AID 1865; also: potency is read from the fitted curve at half-maximal effect; % of control where 0% means no effect; nearly all actives have a fitted effect of over 60% in size
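Derepression of a silenced CMV-GFP reporter in murine LDR cells is scored by enumerating GFP-positive cells with a laser-scanning microplate cytometer after 30 hours of treatment at 37 C.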
NPSR antagonist = blocks cAMP signaling of the human neuropeptide S receptor; Q6W5P4; CHO-NPSR cells, cAMP TR-FRET, antagonist mode; Potency, µM (doses to about 38.3 µM), for the others: at the highest dose activity change, negative = inhibition, hits mostly inhibitors; 1% of 220,000 active; also: potency is read from the fitted curve at half-maximal effect; % is scaled to controls: 0 for no effect and ±100 for the full control effect; nearly all actives have a fitted effect of over 50% in size; many of its hits are not listed in these tables
Target sequence (Q6W5P4 whole entry, looked up): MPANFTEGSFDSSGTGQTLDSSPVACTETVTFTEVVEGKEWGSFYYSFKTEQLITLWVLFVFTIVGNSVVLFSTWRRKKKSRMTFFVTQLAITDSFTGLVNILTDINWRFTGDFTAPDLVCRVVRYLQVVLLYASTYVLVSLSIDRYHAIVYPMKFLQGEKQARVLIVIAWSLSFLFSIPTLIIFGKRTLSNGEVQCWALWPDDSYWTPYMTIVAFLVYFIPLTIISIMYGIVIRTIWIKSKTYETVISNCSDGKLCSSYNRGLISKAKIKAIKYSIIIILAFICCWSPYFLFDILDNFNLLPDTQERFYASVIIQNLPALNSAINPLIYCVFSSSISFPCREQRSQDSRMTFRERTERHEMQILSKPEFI
Lamin A splicing = modulators of lamin A splicing; HeLa LMNA splicing GFP/RFP minigene ratio, 48 h; AID 1487; 0.01% of 200,000 active; Potency, µM (titrated, usually from 46.1 µM), without a hit: top-dose ratio change, negative = inhibition, usual class: inhibitors; active = well fitted inhibition curve with a large enough effect in the signal ratio, with a control signal flat, not every such curve was filed as active; inconclusive = small, poorly fitted or top-dose-only effect, or effect the other way, or a change in a side signal; the % refers to the signal ratio; also: potency is read from the fitted curve at half-maximal effect; % is scaled to controls: 0 for no effect and ±100 for the full control effect
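Read-out is the ratio of GFP to DsRed2 object intensity, acquired by 488 nm laser-scanning cytometry on HeLa lamin A-EGFP minigene reporter cells. Compound incubation 48 hrs at 37 °C in Opti-MEM with 2% FBS; DMSO 0.5% final.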
IMPase Li inh = cell-permeable IMPase inhibitors with lithium potentiation | CHO-M1 cells, IP1 TR-FRET (IP-One), carbachol + lithium | Potency, µM (doses to about 59.4 µM), inactives show at the top dose activity, negative = IMPase inhibition, actives largely listed as inhibitors | 0.35% of 210,000 active | AID 1457;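 also: IP1 builds up when IMPase is blocked and the TR-FRET signal falls; potency is read from the fitted curve at half-maximal effect; plate controls were basal vehicle for no effect and high inhibitor control for full effect; nearly all actives have a fitted effect of over 50% in size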
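IP1 accumulation measured by competitive TR-FRET in lysed CHO-M1 cells after 30 min compound exposure at 37C, with a small lithium addition to potentiate weak responses. Hill-equation AC50 from ratio and donor-channel data.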
KinaseGlo FLuc = blocks Kinase-Glo luciferase, a counter-screen artifact; Kinase-Glo luciferase, ATP luminescence, 8 min; Potency, µM (top dose mostly 38.3 µM), for the others: top-dose activity change, negative = inhibition, actives largely listed as inhibitors; 0.28% of 200,000 active; AID 1379; also: potency is read from the fitted curve at half-maximal effect; % is scaled to controls: 0 for no effect and ±100 for the full control effect; nearly all actives have a fitted effect of over 60% in size
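Inhibition of Kinase-Glo luciferase light generation was assessed at 10 uM ATP in pH 7.2 imidazole buffer, with luminescence measured after eight minutes at ambient temperature.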
* hit, by the source's call; u = inconclusive; x = no result given; [ ] = dose if it differs, or a comment. Unless noted, calls follow the shape of the dose curve; as a rule, active = well fitted curve in the direction sought with a large enough effect; inconclusive = small, poorly fitted or top-dose-only effect, or another doubt; inactive = no such curve, though single readings can be large; an effect the other way counts as inactive or inconclusive. This is a subset. The share of hits here may be higher or lower than overall.

SMILES | CBFb RUNX1 block | aGal spleen mod | Epigenetic reg | NPSR antagonist | Lamin A splicing | IMPase Li inh | KinaseGlo FLuc
O=C(Nc1cnn(Cc2ccc(F)cc2)c1)c1cnn2c(C(F)F)cc(-c3ccccc3)nc12 | -10% | 5% | -5.6% | -24% | x | x | x
O=S(=O)(Nc1nc2ccccc2nc1NCCN1CCOCC1)c1cccc(Cl)c1 | 4% | 4% | 0.0% | -6%[46.1 µM] | 6% | 1%[38.3 µM] | 2%
Cn1c(CS/C(N)=N/N=C/c2ccccc2)c(Br)c(=O)n1-c1ccccc1 | 3% | 4% | -5.6% | 4% | 7% | 2% | -1%
O=C(NN1C(=O)c2ccccc2NC1c1ccccn1)c1ccc(Br)cc1 (stereo not given) | 0% | 6% | 2.3% | -11%[46.1 µM] | 12% | 7%[38.3 µM] | 2%
CCNC(=S)NC1CC2CCCC(C1)N2Cc1ccco1 (stereo not given) | -3% | -3% | -2.3% | -16%[46.1 µM] | 11% | 17%[38.3 µM] | 0%
Cc1cccc(-n2c(Cc3cc(=O)[nH]c(=O)[nH]3)nnc2SCC(=O)N2CCCCC2)c1 | 3% | 3% | 0.0% | 2%[46.1 µM] | -1% | -17%[38.3 µM] | 2%
COc1ccc(C(C)=O)cc1CSc1nnc(Nc2ccccc2C)s1 | -1% | -7% | -0.9% | -20% | u | 18% | -1%
O=C(C1CCCN(S(=O)(=O)c2cnc[nH]2)C1)N1CC(=O)N(CCc2ccccc2)C(=O)C1 (stereo not given) | 6% | -5% | -1.0% | 10% | -7% | 8% | 0%
C#CCOCCOCCOCCNc1nc(N2CCN(C(=O)[C@H](Cc3ccc(O)cc3)n3cc([C@@H](N)C(C)CC)nn3)CC2)nc(N2CCN(C(=O)[C@H](CCCCN)n3cc([C@@H](N)CC(C)C)nn3)CC2)n1 (stereo not given in full) | 17% | 3% | -1.5% | -43% | x | 3% | x
CCCCNC(=O)CO/N=C(\C)c1cc2ccccc2o1 | 0% | 2% | -9.0% | 28% | -4% | 8% | 4%
Cc1cc(=O)oc2cc(OCC(=O)N3CCCC(C)C3)ccc12 (stereo not given) | 3% | 5% | -1.4% | -9%[46.1 µM] | 4% | 2%[38.3 µM] | -3%
COc1ccc(/C(C)=N\O)cc1OC | 7% | 3% | 2.2% | -15% | u | x | x
O=C(Nc1ccc2c(c1)oc1ccccc12)c1ccc2c(c1)OCO2 | 2% | 4% | 3.5% | -10%[46.1 µM] | 6% | u | 0%
Cc1cc(C)c(S(=O)(=O)N2CCCCC2)cc1N(C)S(=O)(=O)c1ccc(Cl)cc1 | 12% | 18% | -1.1% | -19%[46.1 µM] | u | 13% | -3%
COC(=O)c1sc(NC(=O)c2csc3c2CCCC3)nc1C | 9% | -12% | 0.0% | -23%[46.1 µM] | -14% | 29%[38.3 µM] | 0%
COc1ccccc1-c1nnc(NC(=O)C(C)SC2=NCCS2)s1 (stereo not given) | -1% | -2% | -2.7% | -20%[46.1 µM] | u | 8%[38.3 µM] | 4%
COc1ccc2nc(C)cc(Sc3nc4ccccc4s3)c2c1 | 1% | -7% | 2.7% | -8%[7.67 µM] | x | x | x
O=C1CCC(=O)N1CCSC(=S)N1CCSCC1 | 1% | 0% | -1.4% | 12% | x | x | x
O=C(COC(=O)C1=COCCO1)Nc1ccc(OC(F)F)cc1 | -4% | -5% | 1.3% | 5% | 21%[46 µM] | -10% | -1%
Cc1ccccc1Nc1nnc(SCc2nc3ccccc3c(=O)[nH]2)s1 | -1% | 3% | 3.5% | 9% | x | -2% | -1%
Cc1c(N=Cc2ccccn2)c(=O)n(-c2ccccc2)n1C | -2% | -4% | 0.0% | -7%[46.1 µM] | -8% | 7%[38.3 µM] | -2%
COc1ccc(S(=O)(=O)N2CCC(O)(c3ccc4c(c3)OCO4)CC2)cc1 | 4% | -3% | 0.0% | 8%[46.1 µM] | u | 7%[38.3 µM] | -2%
c1ccc2[nH]c(NCCCN3CCOCC3)nc2c1 | 3% | 5% | 0.0% | 9%[46.1 µM] | -5% | -4%[38.3 µM] | -7%
COC(=O)C(O)(CC(=O)Nc1cccc(SC)c1)C(F)(F)F (stereo not given) | 3% | 0% | -1.9% | -20%[46.1 µM] | 5% | 15%[38.3 µM] | 2%
COc1ccccc1Nc1nnc(SCC2CCCCO2)s1 (stereo not given) | 14% | -3% | -1.1% | -3% | x | 24% | 8.9µM*
c1ccc(CSc2nnc3ccc(-c4cccs4)nn23)nc1 | 7% | 1% | 10% | -7% | 21%[46 µM] | -10% | 3%
COc1ccc(-c2cc(=O)oc3cc(OC(=O)C4CCCCC4)c(Cl)cc23)cc1 | -8% | 20% | 0.0% | -15% | u | -5% | -1%
CC(C)n1c(=S)[nH]c2cc(Cl)ccc21 | -1% | 3% | 0.0% | -11% | x | x | x
CCSc1nc2ccccc2n1C(=O)c1ccc(S(=O)(=O)N2CCCCCC2)cc1 | 5% | 1% | -2.1% | 3% | -9% | 15% | 1%
Cc1cc(C)n(C(=O)CCC(=O)Nc2ccc(C)c(C)c2)n1 | 4% | -3% | 2.8% | -4%[46.1 µM] | -1% | 18%[38.3 µM] | 16%
Cc1cc(-c2ccccc2)nc2[n+]1CCN2C | -2% | -2% | -0.8% | -8%[46.1 µM] | -2% | 6%[38.3 µM] | 14%
CC(C)N(Cc1ccccc1)C(=O)COC(=O)c1ccc2c(c1)OCCO2 | 1% | 0% | -1.8% | -16%[46.1 µM] | -2% | -9%[38.3 µM] | 8%
COC(=O)c1sccc1NC(=S)Nc1cc(C)cc(C)c1 | -8% | 8% | -1.0% | -5% | -6% | -4% | 2%
CCOC(=O)C/C(C)=N/NC(=O)c1cccs1 | 0% | 6% | -2.8% | -1%[46.1 µM] | 4% | x | x
CCCCCCCCN1C(=O)C(O)=C(C(C)=O)C1c1ccccn1 (stereo not given) | -8% | 1% | -2.0% | -7%[46.1 µM] | -8% | -9% | 0%
COc1ccccc1CNC(=O)CN1CCN(S(=O)(=O)c2cccs2)CC1 | 5% | -4% | -0.3% | -31% | -10%[46 µM] | 3% | -2%
O=C(CSc1nnc(COc2cccc3ccccc23)o1)N1c2ccccc2CCc2ccccc21 | -1% | 4% | -1.8% | -20%[46.1 µM] | 8% | -7%[38.3 µM] | -4%
COCCn1cnnc1SCC(=O)Nc1cc(OC)c([N+](=O)[O-])cc1C | 1% | -1% | -2.7% | -17% | x | 1% | 0%
CNc1nc(Oc2ccccc2C(=O)OC)nc(SC)n1 | 4% | -16% | -2.1% | -1%[46.1 µM] | -5% | 27%[38.3 µM] | 1%
Cc1cc(C)c(/C=C(\C#N)C(N)=S)c(C)c1 | 9% | 7% | 1.6% | -39% | u | -15% | -4%

Pulled by compound from the list above:
SMILES | CBFb RUNX1 block | aGal spleen mod | Epigenetic reg | NPSR antagonist | Lamin A splicing | IMPase Li inh | KinaseGlo FLuc
CC(C)N(Cc1ccccc1)C(=O)COC(=O)c1ccc2c(c1)OCCO2 | 1% | 0% | -1.8% | -16%[46.1 µM] | -2% | -9%[38.3 µM] | 8%
COCCn1cnnc1SCC(=O)Nc1cc(OC)c([N+](=O)[O-])cc1C | 1% | -1% | -2.7% | -17% | x | 1% | 0%

Single values from the results shown.
KinaseGlo FLuc with `CCCCCCCCN1C(=O)C(O)=C(C(C)=O)C1c1ccccn1` (stereo not given) reads 0%
NPSR antagonist with `Cc1cccc(-n2c(Cc3cc(=O)[nH]c(=O)[nH]3)nnc2SCC(=O)N2CCCCC2)c1` reads 2%[46.1 µM]
NPSR antagonist with `COc1ccc2nc(C)cc(Sc3nc4ccccc4s3)c2c1` reads -8%[7.67 µM]
CBFb RUNX1 block with `Cc1cc(C)n(C(=O)CCC(=O)Nc2ccc(C)c(C)c2)n1` reads 4%
IMPase Li inh with `c1ccc2[nH]c(NCCCN3CCOCC3)nc2c1` reads -4%[38.3 µM]
CBFb RUNX1 block with `CC(C)n1c(=S)[nH]c2cc(Cl)ccc21` reads -1%

New compounds follow
SMILES | CBFb RUNX1 block | aGal spleen mod | Epigenetic reg | NPSR antagonist | Lamin A splicing | IMPase Li inh | KinaseGlo FLuc
CC(=O)Nc1sc(C)c(C)c1C(=O)OC(C)C | 2% | -2% | -0.9% | 3% | 2% | 2% | -2%
Cc1ccc(NC(=O)CC(C(=O)O)c2ccccc2)cc1 (stereo not given) | -4% | 22% | 0.0% | 11% | -9% | 2% | -2%
COc1ccc(C(=O)/C=C/NCc2ccc(F)cc2)cc1OC | 1% | 0% | -0.2% | 23% | x | x | x
Cc1oncc1C(=S)Nc1ccccc1 | 0% | -4% | -0.5% | -8%[46.1 µM] | 0% | -10%[38.3 µM] | -5%
Cc1c(Cl)cccc1N1CC(C(=O)Nc2nccs2)CC1=O (stereo not given) | 1% | -8% | 1.0% | -2%[46.1 µM] | -1% | 8%[38.3 µM] | -1%
COc1cc(/C(C)=N/N2CCOCC2)cc(OC)c1OC | -2% | -1% | -4.1% | 10% | 3%[46 µM] | 6% | -4%
Nc1c(N2CCOCC2)cc(Cl)c2nonc12 | 1% | -4% | 0.5% | 1%[46.1 µM] | 24% | -3%[38.3 µM] | -6%
Cc1ccc(NC(=O)CSC2=NN3CCCC(=O)N=C3S2)c(C)c1 | -6% | 5% | 1.1% | 1% | x | 0% | x
CC(=O)N1CCc2cc(C(=O)CN3CCCN(Cc4ccc(F)cc4)C3)ccc21 | -4% | 10% | -0.2% | -12%[46.1 µM] | 4% | 10%[38.3 µM] | -2%
O=C(Nc1ccc2c(c1)OCO2)c1ccc[n+]([O-])c1 | 1% | 0% | -1.2% | 4%[46.1 µM] | 11% | 0%[38.3 µM] | -5%
COc1ccccc1N1CCN(S(=O)(=O)CC23CCC(CC2=O)C3(C)C)CC1 (stereo not given) | 1% | 12% | -1.1% | -12%[46.1 µM] | 3% | 16%[38.3 µM] | 3%
CCc1ccc(OCC(=O)NC(NC(=S)Nc2ccc(Cl)cc2)C(Cl)(Cl)Cl)cc1 (stereo not given) | 6% | 0% | -0.1% | u | u | 16% | 1%
